AmpC inh detg = blocks E. coli AmpC beta-lactamase in detergent assay; P00811; AmpC hydrolysis of nitrocefin, absorbance 480 nm, 0.01% Triton; Potency, µM (series often up to 114 µM), without a hit: at the top dose activity change, negative = inhibition, usual class: inhibitors; actives 0.041% (n = 370,000);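 further: potency means the concentration at half of the fitted maximal effect; 0% = no-compound wells and -100% = no-enzyme wells; nearly all actives have a fitted effect of over 25% in size; some results filed as inactive show a strong effect at the top dose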
Target sequence (P00811 whole entry, looked up): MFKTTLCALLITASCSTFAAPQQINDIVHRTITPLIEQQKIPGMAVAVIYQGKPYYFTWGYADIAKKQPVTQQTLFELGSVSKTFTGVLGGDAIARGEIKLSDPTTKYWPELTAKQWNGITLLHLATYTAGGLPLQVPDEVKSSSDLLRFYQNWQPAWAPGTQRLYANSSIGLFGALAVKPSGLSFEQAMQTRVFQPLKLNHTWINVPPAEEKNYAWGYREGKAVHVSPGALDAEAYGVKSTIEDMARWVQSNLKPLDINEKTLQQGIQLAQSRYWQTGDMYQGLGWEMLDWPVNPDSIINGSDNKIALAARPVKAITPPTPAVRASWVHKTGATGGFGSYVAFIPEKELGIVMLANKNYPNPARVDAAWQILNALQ
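AmpC (5.3 nM in the dispensed reagent) in 20 mM phosphate pH 7.0 with 0.01% (detergent screen) or 0.0001% Triton X-100 was preincubated with compounds for 15 min at room temperature. Nitrocefin was then added from an 800 uM solution, and hydrolysis was followed at 480 nm.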
AmpC no deterg = inhibitors of E. coli AmpC beta-lactamase without detergent. actives 0.52% (n = 330,000). P00811. AID 485341. Potency, µM (titrated, usually from 57.1 µM), for the others: at the highest dose activity change, negative = inhibition, usual class: inhibitors. AmpC nitrocefin hydrolysis, absorbance 480 nm, 0.0001% Triton;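 further: potency means the concentration at half of the fitted maximal effect; plate controls were no compound for no effect and no enzyme for full effect; nearly all actives have a fitted effect of over 20% in size; some results filed as inactive show a strong effect at the top dose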
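20 mM phosphate pH 7.0 + 0.01% (detergent screen) or 0.0001% Triton X-100; 5.3 nM AmpC reagent; cpd preinc 15 min RT; nitrocefin (800 uM stock) to start; A480 q20 s × 4 min; Activity was normalised to no-enzyme and no-compound control wells.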
Tb PYK inh = T. brucei pyruvate kinase inhibition. Q57TT1. TbPYK enzyme, Kinase-Glo Plus ATP luminescence, 45 min. Potency, µM (titrated, usually from 76.8 µM), for the others: top-dose activity, negative = inhibition, actives largely listed as inhibitors. actives 0.12% (n = 410,000). AID 624173; further: potency means the concentration at half of the fitted maximal effect; nearly all actives have a fitted effect of over 50% in size
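Activity of T. brucei pyruvate kinase was followed by Kinase-Glo Plus luminescence after the enzyme reacted 45 min at room temperature with 130 uM ADP (final) and substrate. Test compounds were added before ADP at multiple concentrations.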
LmPK inhibitor = LmPK (Leishmania mexicana) enzyme inhibition; actives 0.37% (n = 290,000); Q27686; Potency, µM (titrated, usually from 57.5 µM), inactives show at the highest dose activity change, negative = inhibition, hits mostly inhibitors; purified LmPK, Kinase-Glo ATP luminescence, 1 h; further: potency means the concentration at half of the fitted maximal effect
Target sequence (Q27686 whole entry, looked up): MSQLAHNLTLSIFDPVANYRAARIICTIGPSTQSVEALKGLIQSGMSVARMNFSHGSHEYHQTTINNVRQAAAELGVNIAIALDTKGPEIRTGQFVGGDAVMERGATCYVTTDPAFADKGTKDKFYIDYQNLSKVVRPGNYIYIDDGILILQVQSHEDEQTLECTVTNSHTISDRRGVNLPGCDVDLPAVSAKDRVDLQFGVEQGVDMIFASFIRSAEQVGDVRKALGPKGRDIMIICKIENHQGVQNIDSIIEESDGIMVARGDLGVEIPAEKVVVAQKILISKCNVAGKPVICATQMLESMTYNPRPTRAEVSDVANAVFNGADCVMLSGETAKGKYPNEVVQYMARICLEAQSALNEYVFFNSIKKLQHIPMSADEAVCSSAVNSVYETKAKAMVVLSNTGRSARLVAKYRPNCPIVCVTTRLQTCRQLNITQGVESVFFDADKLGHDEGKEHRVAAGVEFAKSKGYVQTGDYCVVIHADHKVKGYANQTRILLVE
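Screened at intermediate enzyme activity to detect both inhibitors and activators: LmPK at 0.1 nM, with a 0.5 nM enzyme column as activation reference. PEP 0.5 mM, ADP 0.1 mM; ATP detected by luminescence after 1 h.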
HCV inh = blocks hepatitis C virus; Huh7.5.1 HCVcc-Cre infection, luciferase reporter, 44 h; actives 3.4% (n = 340,000); AID 651820; Potency, µM (series often up to 41.8 µM), inactives show top-dose activity change, negative = inhibition, hits mostly inhibitors; further: potency means the concentration at half of the fitted maximal effect
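Cells (1,000/well) were plated 4 h before compound, then infected with HCVcc-Cre virus (~0.5 moi). After 44 h further culture, infection was read as luciferase luminescence following a 15 min substrate incubation at room temperature.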
AMA1 RON2 block = inhibitors of Plasmodium falciparum AMA1-RON2 interaction; AID 720542; actives 0.2% (n = 360,000); Potency, µM (titrated, usually from 58.2 µM), for inactives: at the top dose activity change, negative = inhibition, actives largely listed as inhibitors; AlphaScreen AMA1-biotinylated RON2 peptide binding;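 further: potency means the concentration at half of the fitted maximal effect; 0% = vehicle wells and -100% = peptide control; nearly all actives have a fitted effect of over 45% in size; some results filed as inactive show a strong effect at the top dose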
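AMA1 (3D7) with his tag at 25 nM final met compounds first, then biotinylated RON2 peptide at 25 nM; detection used donor plus acceptor beads, 10 µg/mL apiece, read by AlphaScreen after 30 min at room temperature.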
HCMV inh = blocks human cytomegalovirus replication | HFF cells, HCMV-luciferase reporter, 72 h; active compounds read low | activity change, negative = inhibition, % at 57.5 µM | actives 4.5% (n = 410,000); in the data active means activity change below about -60%; inconclusive means no clear call, values can overlap the other calls; inactive means above about -39%
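Steps: HFFs plated, 16 h 37C; compounds added; HCMV-luciferase added to MOI 1 PFU/cell; 72 h 37C; OneGlo reagent, 5 min room temperature; luminescence read, normalized to controls.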
Starred values were filed as active, the others as inactive; ? = inconclusive; / = no result given; & = joins results of further samples; [ ] = another dose, or the depositor's remark. Unless noted, the call rests on the fitted dose curve; in most records, active means well fitted curve in the direction sought with a large enough effect; inconclusive means small, poorly fitted or top-dose-only effect, or another doubt; inactive means no such curve, though single readings can be large; an effect the other way counts as inactive or inconclusive. Unless noted, on the % scale 0 is the no-effect control and ±100 the full control effect. This is a random part of the collection. About 7.5% of those tested had a hit in this group.

SMILES	AmpC inh detg	AmpC no deterg	Tb PYK inh	LmPK inhibitor	HCV inh	AMA1 RON2 block	HCMV inh
COc1ccc2cc(CN(CC3CCCO3)C(=S)Nc3ccccc3)c(=O)[nH]c2c1 (stereo not drawn)	-5%	32%	4%	3%	?	-18%	-73*
CCCS(=O)(=O)NCCc1sc2nc(-c3ccc(F)cc3)nn2c1C	-1%	/	4%	/	/	/	-71*
Cc1ccc(C)c(N(C)C(=O)c2cc3c(=O)[nH]c4ccc(C)cc4c3s2)c1	5%	-10%	5%	6%	8.9µM*	0%	?
Cc1cc(NC(=O)c2noc3c2CCc2ccccc2-3)no1	-15%	5%	5%	2%	11%	3%	-11
CC1CN(C(=O)CSc2nnc(NC(=O)NC(C)(C)C)s2)CC(C)O1 (stereo not drawn)	?	?	4%	/	-12%[8.37 µM]	17%	-8
CC(=O)Nc1cccc(OCC(=O)Nc2sccc2C(N)=O)c1	7%	-16%	-7%	-9%	-11%	28%	102
CC(NC(=O)COC(=O)c1cccs1)c1ccccc1 (stereo not drawn)	1%	-12%	-3%	-14%	35%[activator]	11%	-10
Cc1cc(C(=O)NCC(C)C)c2ccccc2n1	-1%	-3%	6%	-7%	10%	0%	12
CCOC(=O)N1CCN(S(=O)(=O)c2ccc(C(=O)NNc3nc4cc(C)cc(C)c4s3)cc2)CC1	-1%	20%	-6%	0%	3.5µM*	58%[activator]	/
C=C(C)CC(Nc1ccc(OC)cc1)c1ccco1 (stereo not drawn)	3%	-16%	-2%	1%	18%	-3%	-25
Cc1ccc(NC(=O)C(=O)NCCCN2CC(C(=O)O)CC2=O)cc1 (stereo not drawn)	-10%	-11%	16%	0%	22%	1%	11
CN(CCc1ccccn1)S(=O)(=O)c1ccc2c3c(cccc13)C(=O)N2	3%	-12%	0%	-4%	-10%&9%	-21%	66
Cc1cccc(C(=O)N2CCC(=O)N(C(COCc3cccc(C(F)(F)F)c3)Cc3ccccc3)CC2)c1 (stereo not drawn)	?	247%[activator]	-1%	0%	-1%[8.37 µM]	42%[activator]	?
CCn1c(/N=C/c2c[nH]c3ccccc23)nc2ccccc21	?	2%	9%	-3%	-2%	-11%	16
CN(C(=O)COC(=O)CNC(=O)c1cccs1)c1c(N)n(Cc2ccccc2)c(=O)[nH]c1=O	-5%	-15%	-3%	/	7%	-6%	-6

Shown bar-delimited: entries from further up
Structure | AmpC inh detg | AmpC no deterg | Tb PYK inh | LmPK inhibitor | HCV inh | AMA1 RON2 block | HCMV inh
CCOC(=O)N1CCN(S(=O)(=O)c2ccc(C(=O)NNc3nc4cc(C)cc(C)c4s3)cc2)CC1 | -1% | 20% | -6% | 0% | 3.5µM* | 58%[activator] | /
C=C(C)CC(Nc1ccc(OC)cc1)c1ccco1 (stereo not drawn) | 3% | -16% | -2% | 1% | 18% | -3% | -25
Cc1ccc(NC(=O)C(=O)NCCCN2CC(C(=O)O)CC2=O)cc1 (stereo not drawn) | -10% | -11% | 16% | 0% | 22% | 1% | 11
CN(CCc1ccccn1)S(=O)(=O)c1ccc2c3c(cccc13)C(=O)N2 | 3% | -12% | 0% | -4% | -10%&9% | -21% | 66
Cc1cccc(C(=O)N2CCC(=O)N(C(COCc3cccc(C(F)(F)F)c3)Cc3ccccc3)CC2)c1 (stereo not drawn) | ? | 247%[activator] | -1% | 0% | -1%[8.37 µM] | 42%[activator] | ?

Later entries:
SMILES	AmpC inh detg	AmpC no deterg	Tb PYK inh	LmPK inhibitor	HCV inh	AMA1 RON2 block	HCMV inh
COC(=O)Nc1ccc(S(=O)(=O)N2CCC(C)CC2)cc1	-5%	-17%	1%	4%	14%	0%	-40
O=C(CNC(=O)c1ccc(F)cc1)OCc1cc(=O)n2ccsc2n1	16%	/	-4%	/	/	/	1
O=C(NNC(=O)c1ccc(Oc2ccc(C3SCCS3)cc2)o1)c1ccc(Cl)cc1	-3%	-60%	11%	-2%	?	69%[activator]	-15
CCCCn1c(SCC(=O)c2ccc(O)c(O)c2)nc2ccsc2c1=O	-4%	-31%	-5%	0%	-12%	30%[activator]	/
CC1=C(C(N)=O)C(c2cccc(O)c2)n2ncnc2N1 (stereo not drawn)	1%	/	1%	/	/	/	18
CCCC(C)c1nnc(NC(=O)CS(=O)(=O)Cc2ccccc2)s1 (stereo not drawn)	-8%	-12%	-23%	-19%	14%	1%	38
Cc1cc(C)c2c(c1)OC(=O)CC2c1ccccc1C (stereo not drawn)	/	-16%	0%	/	-11%	6%	3
CC(=O)c1sc(=S)n(-c2ccc(Cl)cc2)c1C	-6%	-11%	-18%	-1%	8%	0%	?
COc1ccc2c(c1)CC(C(=O)NCCN1CCN(c3cccc(Cl)c3)CC1)CO2 (stereo not drawn)	1%	/	2%	/	/	/	-11
CC(C)CCC(O)(CCC(C)C)C(=O)NN1CCCCC1	-13%	-14%	6%	-1%	1%	2%	-23
O=C(O)Cc1ccc(NC(=S)NCc2ccco2)cc1	-9%	-22%	-4%	3%	-10%	3%	-20
Cc1cc([N+](=O)[O-])nn1CC(=O)N/N=C/c1ccccc1Br	9%	-33%	0%	-1%	-2%	22%	-20
COc1ccc(COC(=O)C2=C(C)NC(=O)CC2c2cccc(Cl)c2Cl)cc1 (stereo not drawn)	9%	/	6%	/	/	/	-26
Cc1cc(Br)ccc1NC(=O)CNC(=O)c1ccc(-n2cncn2)c([N+](=O)[O-])c1	0%	-8%	-10%	/	32%[activator]	2%	32
CCCN(CC(=O)Nc1ccc(F)c(F)c1F)C(=O)c1ccc2c(=O)n3c(nc2c1)CCC3	-1%	15%	-4%	/	7%	-4%	-19
COC(CNC(=O)c1ccc2c(c1)ncn2C1CCCCCC1)OC	-5%	-1%	6%	9%	12%	-10%	-5
O=C(CCCN=C1NS(=O)(=O)c2ccccc21)OCc1ccc(F)cc1	-7%	-15%	3%	/	-4%	-18%	-5
CC(=O)N1CCN(S(=O)(=O)c2cccc(C(=O)N(Cc3ccccc3)c3cccc(C)c3)c2)CC1	-2%	270%[activator]	-14%	/	-6%	-9%	?
CC1(C(=O)Nc2cnc3ccccc3c2)CCN1Cc1ccc(OC(F)(F)F)cc1 (stereo not drawn)	/	/	3%	/	/	8%	-23
COc1ccccc1CNC(=O)C1CCC(CNS(=O)(=O)c2ccc(C)cc2)CC1 (stereo not drawn)	-5%	0%	13%	-4%	?	10%	-5
Cc1ccc(-c2nnc(SCC(=O)N3CCOCC3)nc2-c2ccc(C)cc2)cc1	-1%	140%[activator]	-8%	0%	-12%	-13%	-17
COC(=O)C1CCN(C2CC(=O)N(c3cc(C)cc(C)c3)C2=O)CC1 (stereo not drawn)	-11%	0%	3%	2%	6%	3%	-2
CC(C)(C)CN1CCN(CCCc2ccccc2)C(CCO)C1 (stereo not drawn)	?	-2%	-9%	2%	-4%	-13%	56
CC(=O)N[C@@H](Cc1ccc(O)cc1)CN1C(N)=NC[C@@H]1CC(C)C	?	-5%	2%	0%	6%	21%	-36
COc1ccc(Cn2ccc3nc(C)c(C(=O)Nc4cc(C)cc(C)c4)cc3c2=O)cc1	-6%	/	1%	/	/	/	-7
CCOc1ccc(CCNC(=O)c2cc(S(=O)(=O)N3CCOCC3)ccc2C)cc1OCC	?	81%[activator]	-7%	/	-9%	2%	0
O=C(Nc1ccc(Oc2ccccc2)cc1)C1CCCN(c2ncccn2)C1 (stereo not drawn)	?	-1%	-4%	1%	21%	10%	-72*
O=C(c1ccc(Cl)c(S(=O)(=O)N2CCCCC2)c1)N1CCCCC1	-11%	17%	3%	2%	?	6%	12
CCN(CC)CCN(C(=O)c1ccc2ccccc2c1)c1nc2ccc(F)cc2s1	-13%	-10%	-8%	1%	?	20%	56
Cc1nn(C)c(C(=O)NC(=S)Nc2ccccc2O)c1Cl	-15%	-27%	-2%	1%	8%	94%[activator]	21
COc1ccc(S(=O)(=O)Nc2cc(C(=O)NCCC(C)C)ccc2N2CCOCC2)cc1	-6%	93%[activator]	1%	-1%	-2%	23%	90
CN1c2ccccc2C(C)(C)C12CC(c1ccc(Cl)c(S(=O)(=O)N3CCCC3)c1)=NO2 (stereo not drawn)	-3%	-20%	/	2%	5%	/	/
CC(C)c1ccc(S(=O)(=O)N2CCN(C(=O)[C@@H]3CCCN3C(=O)c3cccs3)CC2)cc1	-1%	-25%	1%	/	-1%	-20%	-6
Oc1c(CN2CCOCC2)cc(CN2CCOCC2)c(O)c1CN1CCOCC1	/	/	?	/	6%	0%	-17
CCOC(=O)CCC(=O)N(CCN(C(=O)CCC(=O)OCC)c1ccccc1)c1ccccc1	?	136%[activator]	0%	-4%	9%	5%	-33
COC(=O)c1cc(S(=O)(=O)NCc2ccc(S(N)(=O)=O)cc2)oc1C	-1%	-4%	-9%	7%	8%	-4%	?
CC(C)S(=O)(=O)N1CCCC(c2cc(C(=O)NCc3ccccc3)no2)C1 (stereo not drawn)	/	/	2%	/	/	-6%	-4
CC1CCN(S(=O)(=O)c2cn(CC(=O)N3CC(C)CC(C)C3)c(=O)c3ccccc23)CC1 (stereo not drawn)	?	-46%	6%	-1%	14%	?	?

Full records, quoted from the list. Order of values: AmpC inh detg | AmpC no deterg | Tb PYK inh | LmPK inhibitor | HCV inh | AMA1 RON2 block | HCMV inh
COC(=O)C1CCN(C2CC(=O)N(c3cc(C)cc(C)c3)C2=O)CC1 (stereo not drawn) is entered as -11% | 0% | 3% | 2% | 6% | 3% | -2
CCOC(=O)N1CCN(S(=O)(=O)c2ccc(C(=O)NNc3nc4cc(C)cc(C)c4s3)cc2)CC1 is entered as -1% | 20% | -6% | 0% | 3.5µM* | 58%[activator] | /

Source: PubChem
